# Assay outcomes as filed in PubChem BioAssay.
# CHRM1 PAM: human M1 muscarinic receptor positive allosteric modulators, primary screen, CHO-K1 cells, Fluo-8 calcium fluorescence, 1536-well. Muscarinic acetylcholine receptor M1 (Homo sapiens), P11229. AID 588819, 2011. 360,000 compounds, 0.088% hits. CHO-K1 hM1, ACh EC20; 0% = ACh EC20, 100% = maximal ACh. activation, % at 3 µM; in the data active = activation above about 19%, passing the limit was not always enough
# CHRM4 PAM: human M4 muscarinic receptor positive allosteric modulators, primary screen, CHO-K1 cells, Fluo-8 calcium fluorescence; CHO-K1 hM4/Gqi5, ACh EC20; 0% = ACh EC20, 100% = maximal ACh; Muscarinic acetylcholine receptor M4 (Homo sapiens), P08173; 360,000 compounds, 0.4% hits; activation, % at 3 µM;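 active = activation above its plate's cutoff, the mean activation of sample wells plus 3 SD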; also: some results filed as inactive read as strong as hits
# Target sequence (P08173 whole entry, looked up): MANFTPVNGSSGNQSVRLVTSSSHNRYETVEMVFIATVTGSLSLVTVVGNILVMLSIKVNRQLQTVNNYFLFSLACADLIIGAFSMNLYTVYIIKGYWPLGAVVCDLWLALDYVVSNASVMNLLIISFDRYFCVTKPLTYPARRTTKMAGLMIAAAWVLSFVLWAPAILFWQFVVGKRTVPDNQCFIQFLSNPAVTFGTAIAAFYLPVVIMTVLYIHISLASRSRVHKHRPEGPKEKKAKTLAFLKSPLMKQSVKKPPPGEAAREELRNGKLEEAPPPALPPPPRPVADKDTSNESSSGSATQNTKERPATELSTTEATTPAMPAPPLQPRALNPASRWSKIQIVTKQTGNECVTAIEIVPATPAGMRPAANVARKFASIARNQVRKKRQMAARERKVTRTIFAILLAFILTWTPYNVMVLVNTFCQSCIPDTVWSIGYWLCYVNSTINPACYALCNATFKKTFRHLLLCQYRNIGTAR
# M5 PAM: human M5 muscarinic receptor positive allosteric modulators, primary screen, CHO-K1 cells, Fluo-8 calcium fluorescence | 360,000 compounds, 0.3% hits | Muscarinic acetylcholine receptor M5 (Homo sapiens), P08912 | activation, % at 3 µM | CHO-K1 hM5, ACh EC20 PAM; 0% = ACh EC20, 100% = ACh EC100;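 active = activation above the run cutoff, the mean activation of all test compounds plus 3 SD, cut at about 18% in these data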
# Target sequence (P08912 whole entry, looked up): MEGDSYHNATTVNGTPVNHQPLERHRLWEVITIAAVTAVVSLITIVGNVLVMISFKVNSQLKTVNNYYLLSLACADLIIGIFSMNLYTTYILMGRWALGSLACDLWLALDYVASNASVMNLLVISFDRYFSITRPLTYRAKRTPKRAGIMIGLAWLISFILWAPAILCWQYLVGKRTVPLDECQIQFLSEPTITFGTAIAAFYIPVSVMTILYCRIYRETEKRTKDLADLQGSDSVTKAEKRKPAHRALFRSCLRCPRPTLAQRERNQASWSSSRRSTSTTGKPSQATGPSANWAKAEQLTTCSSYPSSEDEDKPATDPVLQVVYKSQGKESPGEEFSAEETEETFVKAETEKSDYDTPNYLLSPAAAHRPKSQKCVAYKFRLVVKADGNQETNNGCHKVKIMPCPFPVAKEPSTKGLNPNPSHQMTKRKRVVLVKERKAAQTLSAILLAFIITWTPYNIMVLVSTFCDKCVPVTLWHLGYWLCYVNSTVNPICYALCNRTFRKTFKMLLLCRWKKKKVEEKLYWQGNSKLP
#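 System: CHO-K1 hM5 cells. Reagent: acetylcholine, EC20 level. Compound dosing: single dose, 3 µM nominal final test concentration. Timing: Post-acetylcholine fluorescence recording 140 s. Detection: Fluo-8 calcium fluorescence. Read-out: % activation, ACh-normalized. Benchmarks: ACh EC20 and EC100 wells. Repeats: singlicate, one well per test compound.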
# CHRM1 antagonist: human M1 muscarinic receptor antagonists, primary screen, CHO-K1 cells, Fluo-8 calcium fluorescence, 1536-well; Muscarinic acetylcholine receptor M1 (Homo sapiens), P11229; CHO-K1 hM1, ACh EC80 antagonist; inhibition, % at 3 µM; 360,000 compounds, 1.3% hits;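 active = percent inhibition above its own plate's cutoff, namely the mean of that plate's compound wells plus 3 SD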;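 also: peak over basal fluorescence ratio during 140 s after agonist addition; 0% = ACh EC80 plus DMSO and 100% = DMSO alone without agonist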
# CHRM5 antagonist: human M5 muscarinic receptor antagonists, primary screen, CHO cells, Fluo-8 calcium fluorescence; Muscarinic acetylcholine receptor M5 (Homo sapiens), P08912; CHO-hM5 cells, ACh EC80; inhibition, % at 3 µM; 360,000 compounds, 0.59% hits; AID 624040, 2012;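 active = inhibition above a per-plate cutoff, the mean of that plate's test compounds plus 3 SD, cut at about 27% in these data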;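 also: 0% = acetylcholine EC80 with DMSO and 100% = DMSO without agonist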
# CRFBP-R2 agonist: agonists of CRF-BP/CRF-R2 complex, primary screen, cell-based, HEK293, calcium dye fluorescence, uHTS; 350,000 compounds, 0.46% hits; AID 588473, 2011; calcium dye fluorescence (FLIPR); percent of saturating CRF peptide response; activation, % at 13.2 µM; CRF-binding protein / CRF receptor 2 complex (human);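 active = activation of at least 50%, plus an integration ratio under a set limit after plate pattern correction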;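 also: plate controls were neutral control wells without compound for no effect and CRF at EC100 for full effect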
# M5 ag: human M5 muscarinic receptor agonists, primary screen, CHO-K1 cells, Fluo-8 calcium fluorescence; Muscarinic acetylcholine receptor M5 (Homo sapiens), P08912; CHO-K1 hM5 cells; 0% DMSO wells, 100% maximal acetylcholine response; activation, % at 3 µM; 360,000 compounds, 0.19% hits;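 active = activation above the run's mean over test compounds plus 3 SD, cut at about 23% in these data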;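 also: signal is peak over basal fluorescence ratio across the kinetic read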
# M4 ag: human M4 muscarinic receptor agonists, primary screen, CHO-K1 cells, Fluo-8 calcium fluorescence; CHO-K1 hM4/Gqi5; vehicle 0%, full acetylcholine response 100%; activation, % at 3 µM; AID 624127, 2012; Muscarinic acetylcholine receptor M4 (Homo sapiens), P08173; 360,000 compounds, 0.14% hits;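 active = activation above the run mean over all test wells plus 3 SD, cut at about 32% in these data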;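 also: peak over basal fluorescence ratio per well then scaled between controls; 0% = DMSO wells and 100% = acetylcholine at EC100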
# M4 antag: human M4 muscarinic receptor antagonists, primary screen, CHO cells, Fluo-8 calcium fluorescence; inhibition, % at 3 µM; CHO-hM4 cells, ACh EC80; Muscarinic acetylcholine receptor M4 (Homo sapiens), P08173; 360,000 compounds, 0.73% hits;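 active = inhibition above its plate's cutoff, the mean inhibition of sample wells plus 3 SD, cut at about 27% in these data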;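 also: 0% = acetylcholine EC80 with DMSO and 100% = DMSO without agonist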
# An asterisk follows results filed as active; nt = no result given; & = joins results of further samples.
# Sequence of screens: CHRM1 PAM	CHRM4 PAM	M5 PAM	CHRM1 antagonist	CHRM5 antagonist	CRFBP-R2 agonist	M5 ag	M4 ag	M4 antag
> Cc1ccc(S(=O)(=O)N2CC3(O)CN(C(=O)OC(C)C)N(C(=O)OC(C)C)CC3(OC(=O)Nc3c(C)noc3C)C2)cc1 (centres undefined)
  -3.6	-7.2	-4.9	1.1	0.9	0.3	1.6	3.5	-0.1
> COc1cc([C@@H]2[C@H]3CN(C)CC=C3C(C#N)=C(N)C2(C#N)C#N)cc2c1OCO2
  18.3&1.7	0.5&-11.7	5.6&2.5	-10.7&-7.2	6.1&-1.1	8.1&14.7	7.2&0.8	0.5&4.2	-5.0&-1.3
> COc1ccc2c(c1)c(CCNNC(=O)C(C)(C)C)c(C)n2C(=O)c1ccc(Cl)cc1
  7.6	16.4	-2.2	2.3	3.7	-3.7	-8.2	-0.5	-8.8
> CN(C)CCN(C(=O)c1cccc2ccccc12)c1nc2cc3c(cc2s1)OCO3
  -18.8	-9.7	-15.6	46.8*	7.8	0.2	-4.8	2.6	6.4
> CC(C)Oc1cc(F)ccc1-c1cc(C(=O)NC2CCCCC2)[nH]n1
  -10.4	-4.0	0.4	9.0	9.2	nt	-4.8	1.1	-1.6
> CC(C)(C)Cc1c(-c2ccc(Cl)cc2)nc2ccc(Cl)cn12
  -22.7	-8.6	-5.8	27.7*	9.8	1.0	-1.5	1.4	10.4
> CCN(CC)CCCC(C)NC(=O)c1c(NC(=O)c2ccccc2)sc2c1CCCC2 (centres undefined)
  -4.2	-6.1	8.9	-12.8	7.1	-2.2	-16.1	3.2	5.4
> Cc1cc(C)c(S(=O)(=O)N2CCN(C(=O)C3CCCO3)CC2)c(C)c1 (centres undefined)
  9.6	5.5	0.2	-9.0	1.4	-0.3	3.9	2.1	-7.6
> COCCCNC(=S)Nc1cccc(SC)c1
  13.2	-12.6	7.7	-5.8	-1.8	-1.2	2.8	-0.3	-3.7
> O=C(Nc1ccccc1)N1CCCN(Cc2ccccc2F)C1
  9.5	0.0	-6.9	-4.8	6.0	-1.1	-4.5	3.0	4.7
> O=CC1=C(N2CCOCC2)/C(=C\c2ccccc2)CC1
  5.9	-1.7	-3.8	10.2	11.7	1.4	4.3	4.3	0.6
> COc1ccc(C(=O)O/N=C2\CCS(=O)(=O)c3sccc32)cc1
  7.2	-8.0	-20.4	-6.7	35.9*	-2.1	-3.9	4.0	-1.5
> Cc1cc(=O)[nH]c(N/N=C/c2ccco2)n1
  2.5	6.4	-5.1	-0.7	-2.9	-2.0	2.1	-0.1	0.2
> C/C(CCC1CC(C)(C)OC1=O)=N\NC(N)=S (centres undefined)
  7.1	3.8	3.0	-5.9	-1.6	0.0	-1.9	0.6	4.4
> CCc1ccc(NS(=O)(=O)c2cccs2)cc1
  5.7	7.8	1.2	-10.0	2.6	-2.3	-3.7	-0.2	-1.2
> Cc1ccccc1NC(=O)Nc1cccs1
  15.0	6.9	2.1	-18.7	2.1	-1.3	5.4	4.8	-8.6
> CCOC(=O)C1CSc2[nH]c(=O)sc2C1c1ccccc1 (centres undefined)
  4.1	0.0	0.0	-8.8	-1.4	1.5	-8.3	0.4	3.2
> CN(C)S(=O)(=O)c1ccc(NC(=O)CN2C(=O)NC(Cc3ccccc3)C2=O)cc1 (centres undefined)
  6.6	0.2	3.2	-2.7	-4.3	1.6	0.8	1.6	3.9
> CCN(CC)N=Nc1cccc(NC(C)=O)c1
  12.6	-5.7	2.8	-3.0	-0.1	-0.5	-2.5	-0.5	5.9
> O=C(Nc1ccccc1F)c1cc(S(=O)(=O)N2CCCCC2)cs1
  1.1	-8.0	-2.6	-0.1	0.1	-1.8	-0.9	0.6	6.1

# Next section; it opens with the 2 that closed the last part.
# Sequence of screens: CHRM1 PAM	CHRM4 PAM	M5 PAM	CHRM1 antagonist	CHRM5 antagonist	CRFBP-R2 agonist	M5 ag	M4 ag	M4 antag
> CCN(CC)N=Nc1cccc(NC(C)=O)c1
  12.6	-5.7	2.8	-3.0	-0.1	-0.5	-2.5	-0.5	5.9
> O=C(Nc1ccccc1F)c1cc(S(=O)(=O)N2CCCCC2)cs1
  1.1	-8.0	-2.6	-0.1	0.1	-1.8	-0.9	0.6	6.1
> Cc1ccc(C)c(NS(=O)(=O)c2ccc3oc(=O)ccc3c2)c1
  3.5	-7.4	-8.2	-7.5	1.9	-0.3	2.0	5.2	-9.4
> O=C(CN1CCN(C/C=C/c2ccccc2)CC1)NCc1ccccc1
  -4.6	-3.9	-13.7	-4.4	17.3	-1.0	-10.8	2.2	-5.1
> Cc1ccc(O)c(-c2cc(-c3ccccc3C)[nH]n2)c1
  -2.6	1.3	-1.0	-17.6	3.4	-2.5	-8.2	0.2	-4.5
> CCCn1c(Sc2nc3c(c(=O)[nH]c(=O)n3C)n2CCC)nc2c1c(=O)[nH]c(=O)n2C
  1.1	5.8	8.1	4.5	-3.6	-2.9	-2.0	0.9	-6.1
> CCCOc1ccc(NC(=O)CC2C(=O)N(Cc3ccccc3)C(=S)N2Cc2cccs2)cc1 (centres undefined)
  -6.8	-5.1	-15.7	6.0	15.9	0.4	-3.3	0.7	3.7
> O=C(OCN1C(=O)c2ccccc2C1=O)/C(=C\c1ccco1)NC(=O)c1ccccc1
  0.9	-2.4	-0.4	-4.7	0.8	0.1	0.9	3.0	-1.9
> Cc1sc2nc(CSC(C)C(=O)Nc3cc(S(C)(=O)=O)ccc3Cl)[nH]c(=O)c2c1C (centres undefined)
  2.0	2.0	-14.5	-6.5	13.1	0.2	-2.8	1.4	-14.9
> Cc1nnc(SCC(=O)N2N=C(c3ccc(Cl)cc3)CC2c2ccco2)[nH]c1=O (centres undefined)
  1.4	23.5*	4.1	-13.2	2.1	-4.9	-2.2	3.7	-12.2
> CCC(C)[C@H](NC(=O)N1CCC(Cc2ccccc2)CC1)C(=O)O (some centres undefined)
  8.1	-0.2	-5.8	-7.3	7.6	0.2	-9.1	-0.3	-10.1
> O=C1C=CC2C3C(=O)N(c4ccccc4)C(=O)C3C1N2Cc1ccccc1 (centres undefined)
  4.0	-5.1	0.1	-5.1	14.1	23.6	3.3	5.4	30.8*
> CC(=O)NC(c1ccccc1)c1cccnc1 (centres undefined)
  10.1	-0.6	2.8	-8.1	2.8	0.8	-2.1	-0.1	0.3
> CCOc1ccc(CCNC(=O)c2cccs2)cc1OCC
  5.1	-4.5	-0.7	-10.4	8.3	-0.9	-1.0	3.1	3.4
> O=C(c1ccccc1)c1cnc(-c2ccc(Cl)cc2)s1
  5.3	12.7	-3.8	1.1	2.4	-0.3	-0.5	0.0	-9.5
> COc1ccc(C(=O)c2[nH]c(N)c(C(=O)NCCc3c[nH]c4ccccc34)c2-c2ccc(OC)c(OC)c2)cc1
  nt	-6.6	-7.1	nt	11.8	nt	6.0	11.1	-1.5
> CCN(CC(=O)Nc1c(F)cccc1F)C(=O)CNC(=O)COc1ccccc1
  1.2	5.7	-1.8	0.2	5.3	-1.6	-3.4	0.6	-21.5
> Cc1cccc(NC(=O)Cn2cnc3c(cnn3-c3ccc(F)cc3)c2=O)c1C
  4.4	-0.3	-4.1	-7.3	4.7	0.0	-0.4	0.6	-1.7
> CCCc1c(C(=O)N/N=C/c2c[nH]c3ccccc23)nnn1-c1nonc1N
  -10.8	2.1	-0.7	18.1	-3.5	-0.1	0.8	9.1	-13.4
> O=C(COC(=O)C1CC2CCCC(C1)C2=O)Nc1ccc(F)c(Cl)c1 (centres undefined)
  2.9	-0.2	-9.7	-12.9	12.4	-0.3	4.9	14.7	2.0
> Cc1cc(NC(=O)COc2coc(CN3CCN(c4ccc(F)cc4)CC3)cc2=O)no1
  2.8	2.0	-0.4	2.4	13.6	-1.7	2.6	3.4	4.7
> O=C(CN1CCN(S(=O)(=O)c2ccc(Cl)cc2)CC1)NC(=O)NC1CCCCC1
  3.6	-7.8	0.4	-3.9	4.1	4.1	-9.8	6.0	-4.3
> CN(Cc1ccccc1)C(=O)c1ccc(Cl)c([N+](=O)[O-])c1
  14.3	14.2	2.6	-14.3	2.0	-2.9	-1.4	2.5	0.2
> O=C(C1CCCN(S(=O)(=O)Cc2ccccc2)C1)N1CCCCC1 (centres undefined)
  1.0	9.7	-0.6	-6.0	-4.0	-0.5	1.2	0.6	-0.1
> C1=Nc2c(NCc3ccccc3)ncnc2Oc2ccccc21
  1.6	13.6	1.2	-0.7	-2.5	-2.0	-3.5	1.0	-10.7
> CCCc1c(C(=O)N/N=C(\C)CCc2ccc(OC)cc2)nnn1-c1nonc1N
  3.2	4.2	3.2	1.5	-6.8	-0.4	-5.5	0.6	1.0
> NC(=O)c1nsc(C(=O)N(Cc2ccc(F)cc2)C(C(=O)NCC2CCCO2)c2ccc(F)cc2)c1N (centres undefined)
  6.3	-3.5	6.9	-3.4	-5.9	-3.5	-0.1	4.9	-11.5
> N#Cc1nc(COc2ccc(-c3ccccc3)cc2)oc1NCc1cccnc1
  -3.0	-4.0	0.7	12.2	1.6	-0.1	1.5	0.5	7.5
> CC(NC(=O)CCN1C(=O)c2ccccc2S1(=O)=O)c1ccccc1 (centres undefined)
  6.7	15.1	4.4	-2.6	0.4	-1.1	3.1	2.7	-4.4
> CC(C)(C)NC(=O)C[C@H]1C[C@H](C(=O)N2CCCCC2)[C@@]2(CCc3ccccc3)c3[nH]c4ccc(Cl)cc4c3CCN2C1=O
  8.9	4.4	6.2	-21.8	-1.8	-0.3	0.1	0.2	3.7
> Cc1nnc(SCC(=O)N2CC(=O)Nc3ccccc32)s1
  12.4	2.7	4.3	-8.3	-13.8	0.1	0.8	0.9	-3.2
> O=[N+]([O-])c1ccc(O)c(/C=N/Nc2ccccc2[N+](=O)[O-])c1
  2.9	-2.1	5.7	-6.4	3.1	22.7	-2.0	1.3	-1.7
> COc1cccc(C(C)(O)c2nc(-c3cccc(NC(C)=O)c3)cs2)c1 (centres undefined)
  1.3	-2.6	-2.9	-6.9	2.2	nt	4.0	8.1	-4.7
> O=C(O)c1ccc(Oc2nc3ccccc3s2)cc1
  5.7	0.2	-8.9	-8.4	13.9	-1.3	-1.4	-0.2	9.1
> O=C(Cc1ccc(NC(=O)C2CCCN(C(=O)C3CCCCC3)C2)cc1)Nc1cccc(C(=O)N2CCCC2)c1 (centres undefined)
  6.3	17.4*	-5.1	-2.4	8.3	-1.9	1.3	-1.8	-0.9
> NS(=O)(=O)c1ccc(NC(=O)COC(=O)CCNC(=O)NC23CC4CC(CC(C4)C2)C3)cc1
  7.5	7.0	2.0	-2.2	1.0	-1.0	-0.4	0.4	5.7
